# From PubChem
# Abeta yeast res: compounds reversing amyloid beta toxicity in yeast | hit rate 0.063% among 410,000 | yeast expressing A-beta42, growth rescue, OD600, 48 h; response scale: 0% DMSO, 100% iron-clioquinol control | Potency, µM (series often up to 46.1 µM), inactives show top-dose growth rescue, most hits filed as activators; further: potency means the concentration at half of the fitted maximal effect; nearly all actives have a fitted effect of over 55% in size
#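 Yeast A-beta toxicity model in growth medium with pinned compounds, 48 h at 30 C; growth read as absorbance at 600 nm. Normalized to FeCl3/clioquinol equimolar mix (positive) and DMSO (negative).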
# EPAC1 ag: activates human EPAC1 exchange factor; O95398; EPAC1 agonist qHTS, biochemical assay; response scale: 100% = response to 6.5 mM cAMP; Potency, µM (titrated, usually from 154 µM), without a hit: top-dose activation, most hits filed as activators; hit rate 0.073% among 360,000; further: potency means the concentration at half of the fitted maximal effect; nearly all actives have a fitted effect of over 60% in size
#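 Fluorescent GDP-exchange assay: 100 nM EPAC1 with 250 nM Rap1B preloaded with BODIPY-GDP and 50 uM GDP; compounds tested as concentration series, 5 min at room temperature, then read every 5 min for 30 min (ex 480/em 540 nm); normalized to 6.5 mM cAMP.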
# FUS yeast rescue: rescues growth of FUS-expressing yeast; S. cerevisiae FUS-expressing, growth rescue, OD600, 24 h; Potency, µM (highest dose often 76.6 µM), inactives show top-dose growth rescue (activation), actives largely listed as activators; hit rate 0.24% among 390,000; AID 1347120;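 further: potency means the concentration at half of the fitted maximal effect; plate controls were DMSO vehicle for no effect and reference control for full effect; nearly all actives have a fitted effect of over 55% in size; some results filed as inactive show a strong effect at the top dose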
#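 FUS-expressing yeast, raffinose-pregrown, induced in 2% galactose minimal medium at OD 0.005; compounds in a dilution series, 24hr at 30C. Growth restoration read as absorbance at 600 nm. CP55940 positive control, DMSO negative.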
# PLK1 PBD block: blocks phosphopeptide binding to human PLK1 polo-box domain. hit rate 2.8% among 360,000. Potency, µM, for inactives: max response, negative = inhibition, actives largely listed as inhibitors. Plk1 PBD binding of FITC phosphopeptide, fluorescence polarization. P53350. AID 720504; further: potency means the concentration at half of the fitted maximal effect; series mostly up to about 57 µM; on the % scale 0 is the no-effect control and ±100 the full control effect; nearly all actives have a fitted effect of over 65% in size
# IL-2 act: activators of IL-2; IL-2 activation reporter assay, cell-based qHTS; stimulated with anti-CD3/CD4/CD28 beads; in transgenic mouse T cells; activation, % (series mostly up to about 46 µM); hit rate 0.065% among 360,000; AID 652025; in the data active means activation above about 50%; inconclusive means mostly about 30% to 49%; further: 0% is about no effect
#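 First, unstimulated transgenic mouse T cells were exposed to compound for 60 min. Next, anti-CD3/anti-CD4-coated beads with anti-CD28 were added. Finally, after 18 h at 37 degrees C, EGFP and DsRed were imaged.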
# PI5P4Ka inh: inhibitors of human PI5P4K alpha; hit rate 1.2% among 330,000; PI5P4Kalpha enzyme, ADP-Glo luminescence, 60 min; hits give low values; AID 652105; P48426; max response, %; active means max response of -50% or lower; inconclusive means between -30% and -50%; inactive means -30% or higher; further: value at the top dose of about 77 µM; on the % scale 0 is the no-effect control and ±100 the full control effect
# Target sequence (P48426 whole entry, looked up): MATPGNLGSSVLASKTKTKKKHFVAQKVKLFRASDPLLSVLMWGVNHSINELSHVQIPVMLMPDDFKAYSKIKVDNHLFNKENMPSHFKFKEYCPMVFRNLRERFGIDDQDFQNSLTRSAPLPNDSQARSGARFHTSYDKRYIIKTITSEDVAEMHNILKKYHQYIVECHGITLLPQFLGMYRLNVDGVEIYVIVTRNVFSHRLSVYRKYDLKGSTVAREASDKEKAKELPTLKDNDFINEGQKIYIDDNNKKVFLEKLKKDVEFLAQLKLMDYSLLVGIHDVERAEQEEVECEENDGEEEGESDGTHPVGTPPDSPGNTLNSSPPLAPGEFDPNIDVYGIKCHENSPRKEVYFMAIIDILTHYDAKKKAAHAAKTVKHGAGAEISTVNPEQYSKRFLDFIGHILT
#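 qHTS, 1536-well: enzyme/substrate mix, compound by pin tool, 5 microM ATP final; RT 60 min; ADP-Glo reagents 1 (45 min) then 2 (30 min); luminescence.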
# WRN helicase inh: WRN helicase (human) inhibition; WRN helicase unwinding, fluorescent forked duplex, kinetic; Potency, µM (top dose mostly 114 µM), for inactives: at the highest dose activity change, negative = inhibition, most hits filed as inhibitors; hit rate 0.46% among 360,000; further: potency means the concentration at half of the fitted maximal effect; on the % scale 0 is the no-effect control and ±100 the full control effect; nearly all actives have a fitted effect of over 55% in size
#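 Kinetic red-fluorescence monitoring (525/598 nm) tracks WRN helicase activity after 100 nM fluorophore-quencher forked duplex and 2 mM ATP are added to 20 nM enzyme pretreated 15 min at room temperature with compound.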
# EPAC1 antagonist: antagonists of human EPAC1 | hit rate 0.14% among 360,000 | AID 720709 | Potency, µM (titrated, usually from 115 µM), for inactives: at the top dose activity change, negative = inhibition, hits mostly inhibitors | EPAC1 GEF assay, Rap1b-BODIPY-GDP exchange fluorescence;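 further: potency means the concentration at half of the fitted maximal effect; plate controls were vehicle for no effect and positive control for full effect; nearly all actives have a fitted effect of over 50% in size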
# * = called active by the depositor; ? = inconclusive; nt = not tested or not shown; [ ] = remark or other dose. Unless noted, the call rests on the fitted dose curve; in most records, active means well fitted curve in the direction sought with a large enough effect; inconclusive means small, poorly fitted or top-dose-only effect, or another doubt; inactive means no such curve, though single readings can be large; an effect the other way counts as inactive or inconclusive.
SMILES,Abeta yeast res,EPAC1 ag,FUS yeast rescue,PLK1 PBD block,IL-2 act,PI5P4Ka inh,WRN helicase inh,EPAC1 antagonist
CCOC(=O)C(NC(C)=O)C(O)c1ccc([N+](=O)[O-])cc1 (stereo unspecified),-7%,8%,-16%,-2%,-2.4,8,-1%,-16%
O=C(Cn1cc(COc2ccc3ccc(=O)oc3c2)nn1)c1ccc(O)cc1,-4%,2%,4%,-2%,0.6,-28,-16%,-9%
COc1ccc(NC(=S)NN2CCN(C)CC2)cc1OC,0%,5%,nt,-7%,-0.5,4,-2%,-15%
COc1ccccc1C(=O)Nc1ccnn1C1CCN(C/C=C/c2ccc(F)cc2)CC1,6%,-9%,8%,3%,-2.9,3,-4%,-17%
COc1ccc(CC(=O)NCc2n[nH]c(=S)n2-c2ccccc2OC)cc1,-1%,9%,-8%,-9%,-0.9,3,7%,-5%
Cc1nc(NC(=O)CSc2nnc(Cn3nnc4ccccc43)n2C)sc1C,5%,1%,11%,-15%,-1.3,10,-4%,5%
O=C1CN(CC(=O)Nc2ccc(Cl)cc2)CCN1,-4%,5%,30%,-9%,-3.6,-4,3%,-4%
COc1ccc(C)cc1NC(=O)CN1CCN(c2ccccc2F)CC1,-9%,3%,-8%,-5%,-0.4,14,-3%,-1%
COc1ccc(C(=O)C=Cc2cccs2)c(O)c1,-25%,12%,-7%,-3%,-0.2,12,-6%,-8%
O=C(NC(=S)Nc1ccccc1N1CCOCC1)c1ccco1,11%,-7%,6%,-2%,-2.6,-1,-2%,-4%

# 3 compounds already listed, sorted by molecular weight, highest first:
SMILES,Abeta yeast res,EPAC1 ag,FUS yeast rescue,PLK1 PBD block,IL-2 act,PI5P4Ka inh,WRN helicase inh,EPAC1 antagonist
Cc1nc(NC(=O)CSc2nnc(Cn3nnc4ccccc43)n2C)sc1C,5%,1%,11%,-15%,-1.3,10,-4%,5%
O=C(Cn1cc(COc2ccc3ccc(=O)oc3c2)nn1)c1ccc(O)cc1,-4%,2%,4%,-2%,0.6,-28,-16%,-9%
COc1ccc(C)cc1NC(=O)CN1CCN(c2ccccc2F)CC1,-9%,3%,-8%,-5%,-0.4,14,-3%,-1%

# (listing goes on)
SMILES,Abeta yeast res,EPAC1 ag,FUS yeast rescue,PLK1 PBD block,IL-2 act,PI5P4Ka inh,WRN helicase inh,EPAC1 antagonist
Cc1ccc(N2C(=S)SC3CS(=O)(=O)CC32)cc1 (stereo unspecified),3%,2%,13%,-5%,0.7,4,-1%,-13%
O=C(NCc1ccccc1Cl)C1CCN(c2cnccn2)CC1,2%,6%,-38%,-3%,-0.9,-4,2%,-7%
O=C(c1cccc(F)c1)N1CCc2ccccc2C1,10%,-1%,-7%,-4%,-2.3,-3,-1%,3%
Cc1ccc(C)n1-c1cc([N+](=O)[O-])ccc1-n1ccnc1,18%,0%,-9%,-2%,0.6,5,2%,19%
Cc1ccc(F)cc1NC(=O)CSc1n[nH]c(N)n1,-3%,-5%,9%,-5%,0.4,-12,-16%,-22%
Cc1ccc(CNC(=O)c2ccc(F)c(S(=O)(=O)N3CCOCC3)c2)cc1,-11%,0%,10%,-12%,-4.2,-1,24%,6%
COc1ccc(C(=O)Nc2ccc(NC(C)=O)cc2)cc1S(=O)(=O)N1CCCCC1C (stereo unspecified),-10%,-2%,10%,3%,0.6,-8,3%,13%
Cc1ccc(C)c(S(=O)(=O)c2c(C)cc(C)nc2Cl)c1,12%,14%,-4%,-5%,-0.4,9,-2%,-9%
CNC(=O)Nc1nnc(C(C)(C)C)s1,10%,3%,31%,-9%,-2.7,-4,-3%,-1%
c1ccc(-c2nnc(-c3ccccn3)nn2)nc1,-65%[inhibitor],8%,6%,?,2.4,0,-4%,10%

# Molecules from the list above with sulfur (eleven):
SMILES,Abeta yeast res,EPAC1 ag,FUS yeast rescue,PLK1 PBD block,IL-2 act,PI5P4Ka inh,WRN helicase inh,EPAC1 antagonist
COc1ccc(NC(=S)NN2CCN(C)CC2)cc1OC,0%,5%,nt,-7%,-0.5,4,-2%,-15%
COc1ccc(CC(=O)NCc2n[nH]c(=S)n2-c2ccccc2OC)cc1,-1%,9%,-8%,-9%,-0.9,3,7%,-5%
Cc1nc(NC(=O)CSc2nnc(Cn3nnc4ccccc43)n2C)sc1C,5%,1%,11%,-15%,-1.3,10,-4%,5%
COc1ccc(C(=O)C=Cc2cccs2)c(O)c1,-25%,12%,-7%,-3%,-0.2,12,-6%,-8%
O=C(NC(=S)Nc1ccccc1N1CCOCC1)c1ccco1,11%,-7%,6%,-2%,-2.6,-1,-2%,-4%
Cc1ccc(N2C(=S)SC3CS(=O)(=O)CC32)cc1 (stereo unspecified),3%,2%,13%,-5%,0.7,4,-1%,-13%
Cc1ccc(F)cc1NC(=O)CSc1n[nH]c(N)n1,-3%,-5%,9%,-5%,0.4,-12,-16%,-22%
Cc1ccc(CNC(=O)c2ccc(F)c(S(=O)(=O)N3CCOCC3)c2)cc1,-11%,0%,10%,-12%,-4.2,-1,24%,6%
COc1ccc(C(=O)Nc2ccc(NC(C)=O)cc2)cc1S(=O)(=O)N1CCCCC1C (stereo unspecified),-10%,-2%,10%,3%,0.6,-8,3%,13%
Cc1ccc(C)c(S(=O)(=O)c2c(C)cc(C)nc2Cl)c1,12%,14%,-4%,-5%,-0.4,9,-2%,-9%
CNC(=O)Nc1nnc(C(C)(C)C)s1,10%,3%,31%,-9%,-2.7,-4,-3%,-1%

# More compounds.
SMILES,Abeta yeast res,EPAC1 ag,FUS yeast rescue,PLK1 PBD block,IL-2 act,PI5P4Ka inh,WRN helicase inh,EPAC1 antagonist
CC1(Br)C(Sc2ccccc2[N+](=O)[O-])=Nc2ccccc21 (stereo unspecified),0%,5%,26%,?,-0.9,-1,-6%,7%
CCn1c(-c2cc(-c3cc(C)ccc3C)nc3ccccc23)n[nH]c1=S,-20%,-1%,24%,-9%,-1.4,-8,-10%,8%
NC(=O)c1ccc2nc(NC(=O)c3ccc(N)cc3)sc2c1,-10%,3%,26%,-6%,6.1,-25,-6%,7%
CN(CC(=O)NC(=O)NCc1ccccc1)Cc1cccc(Cl)c1Cl,8%,5%,nt,-7%,1.5,-7,-16%,1%
CCc1nc(N(CC)CC)c2oc3ccccc3c2n1,-6%,0%,-11%,-2%,-0.2,-1,2%,-15%
O=C(CN(CCc1ccccc1)C(=O)CNS(=O)(=O)c1ccc(F)cc1)NCc1ccco1,-6%,8%,-9%,-5%,-0.1,-5,-1%,-19%
Cc1ccc(C(=O)N2CCC(C)CC2)cc1C,14%,7%,-2%,-10%,0.5,nt,44%[activator],1%
COc1ccc(C(=O)NNC(=O)C(NC(=O)c2cc(OC)cc(OC)c2)C(C)C)cc1 (stereo unspecified),19%,-4%,4%,2%,0.3,-3,-6%,14%
